# Source: PubChem (The Scripps Research Institute Molecular Screening Center)
# ADAM17 inh – inhibitors of human ADAM17. P78536. recombinant ADAM17, EDANS/DABCYL FRET peptide cleavage. inhibition, % at 6.95 µM. hit rate 0.83% among 370,000. AID 720648;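 active means inhibition above the mean of compounds lying between control limits plus 3 SD, set per campaign, cut at about 8.5% in these data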;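 further: 0% = DMSO-only wells as the low control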
# HGIII-sPLA2 inh – Inhibits HGIII-sPLA2 liposome hydrolysis, primary screen; QFRET BODIPY PC-A2 liposome hydrolysis, fluorescence; AID 743126; inhibition, % at 12.2 µM; Q9NZ20; hit rate 0.56% among 370,000;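 active means inhibition above mean plus 3 SD of compounds lying within the high and low control bounds, cut at about 19% in these data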;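 further: 0% = median of test compound wells and 100% = no enzyme DMSO wells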
# Target sequence (Q9NZ20 whole entry, looked up): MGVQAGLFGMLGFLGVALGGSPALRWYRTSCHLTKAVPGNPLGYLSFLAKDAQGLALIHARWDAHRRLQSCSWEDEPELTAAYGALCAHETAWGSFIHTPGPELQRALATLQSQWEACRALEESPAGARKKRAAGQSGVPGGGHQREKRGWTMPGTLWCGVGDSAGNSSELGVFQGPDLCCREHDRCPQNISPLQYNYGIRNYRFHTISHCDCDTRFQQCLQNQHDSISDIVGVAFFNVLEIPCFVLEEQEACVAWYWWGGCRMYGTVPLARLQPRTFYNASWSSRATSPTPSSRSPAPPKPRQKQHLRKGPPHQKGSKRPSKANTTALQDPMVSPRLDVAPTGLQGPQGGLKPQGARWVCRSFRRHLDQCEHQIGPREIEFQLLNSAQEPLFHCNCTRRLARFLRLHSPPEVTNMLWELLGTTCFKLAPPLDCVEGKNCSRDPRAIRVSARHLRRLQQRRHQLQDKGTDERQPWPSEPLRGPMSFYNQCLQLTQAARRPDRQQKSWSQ
# ssDAF-12 act – activators of S. stercoralis DAF-12 nuclear receptor. HEK293 ssDAF-12/GRIP1 lit1-tk-luc reporter, luminescence; % of 3 µM dafachronic acid response. activation, % at 6.8 µM. hit rate 1% among 370,000;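 active means activation above the mean over all tested compounds plus 3 SD, cut at about 0.9% in these data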;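 further: 0% = DMSO-only wells and 100% = 3 µM delta7-dafachronic acid wells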
# hgDAF-12 ag – activates the H. glycines DAF-12 receptor ligand-binding domain | HEK293 GAL4-hgDAF12 UAS-luciferase reporter, agonist luminescence; normalized to butyrate control | activation, % at 6.8 µM | hit rate 1.8% among 370,000 | AID 687014;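 active means activation above a cutoff set at the mean of all screened compounds plus 3 SD, cut at about 10% in these data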;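 further: 0% = DMSO wells and 100% = sodium butyrate wells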
# ADAM10 inh – inhibitors of human ADAM10; O14672; recombinant ADAM10, EDANS/DABCYL FRET peptide cleavage, 3 h; inhibition, % at 7 µM; hit rate 0.62% among 370,000; AID 720582;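 active means inhibition above a per-campaign cutoff equal to the mean of compounds falling between control-based bounds plus 3 SD, cut at about 20% in these data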;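 further: 0% = DMSO wells while the 100% control is not disclosed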
# Target sequence (O14672 214-748 limits assumed): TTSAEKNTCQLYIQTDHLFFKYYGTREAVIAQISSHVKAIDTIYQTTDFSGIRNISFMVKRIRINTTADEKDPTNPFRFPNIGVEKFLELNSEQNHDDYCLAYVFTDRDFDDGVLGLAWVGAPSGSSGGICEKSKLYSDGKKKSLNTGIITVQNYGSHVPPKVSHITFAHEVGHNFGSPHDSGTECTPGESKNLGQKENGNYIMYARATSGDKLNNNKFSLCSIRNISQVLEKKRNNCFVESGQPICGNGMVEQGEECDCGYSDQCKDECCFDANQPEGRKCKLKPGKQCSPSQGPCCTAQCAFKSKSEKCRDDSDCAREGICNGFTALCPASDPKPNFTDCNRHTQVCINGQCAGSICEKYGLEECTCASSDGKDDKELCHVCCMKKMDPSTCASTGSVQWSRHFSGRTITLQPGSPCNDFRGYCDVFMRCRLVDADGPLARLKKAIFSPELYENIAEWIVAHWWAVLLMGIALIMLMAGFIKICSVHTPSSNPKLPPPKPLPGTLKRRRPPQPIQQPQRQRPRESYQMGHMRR
# PLCb3 inh – PLC-beta3 (human) inhibition, primary screen; Q01970; Purified PLC-beta3, fluorogenic substrate, fluorescence; inhibition, % at 12.2 µM; hit rate 0.18% among 370,000; in the data active means inhibition above about 11%;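 further: 0% = median of compound wells on plate and 100% = full blocker control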
# PLC-gamma1 inh – inhibitors of human phospholipase C gamma1 | inhibition, % at 12.2 µM | purified PLC-gamma1, fluorogenic substrate, fluorescence | hit rate 0.84% among 370,000 | P19174; in the data active means inhibition above about 9.5%
# DAX1 inh-1 – inhibits human nuclear receptor DAX1; hit rate 0.99% among 340,000; HEK293 Gal4-DAX1 luciferase reporter, luminescence; P51843; inhibition, % at 6.75 µM; AID 504766;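 active means inhibition above the mean over all tested compounds plus 3 SD, cut at about 4.2% in these data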;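 further: 0% = DAX1-transfected cells with DMSO and 100% = empty-vector control cells with DMSO; inhibition shows as a rise in luminescence from relieved DAX1 repression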
# hcDAF-12 act – activators of H. contortus DAF-12 nuclear receptor | HEK293 hcDAF-12 lit1-tk-luc reporter, luminescence; 0% DMSO, 100% Δ7-dafachronic acid | activation, % at 6.8 µM | hit rate 1.4% among 370,000;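 active means activation above the mean of all tested compounds plus 3 SD, cut at about 5.5% in these data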;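 further: 100% = response to 3 µM Δ7-dafachronic acid high control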
# DAX1 inh-2 – DAX1 (NR0B1) inhibition, primary screen; HEK293T StAR-luciferase reporter, SF-1/DAX-1 repression relief; hit rate 1.1% among 370,000; inhibition, % at 6.8 µM; AID 652010;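 active means inhibition above the mean over all tested compounds plus 3 SD, cut at about 3.6% in these data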;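 further: 0% = DAX-1 cells with DMSO and 100% = cells lacking DAX-1 with DMSO; higher inhibition means more luminescence from relief of DAX-1 repression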
# GAA850 FXN act – increases GAA850 frataxin promoter reporter activity | HEK293 lucGAA850 FXN promoter luciferase reporter, 24 h; percent of 10 µM SAHA response | activation, % at 6 µM | hit rate 0.56% among 360,000;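 active means activation above the average of all compounds screened plus 3 SD, cutoff fixed separately per campaign, cut at about 7.5% in these data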;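 further: 0% = DMSO wells and 100% = 10 µM SAHA wells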
# * = called active by the depositor; nt = no result given.
SMILES,ADAM17 inh,HGIII-sPLA2 inh,ssDAF-12 act,hgDAF-12 ag,ADAM10 inh,PLCb3 inh,PLC-gamma1 inh,DAX1 inh-1,hcDAF-12 act,DAX1 inh-2,GAA850 FXN act
O=C(Cc1c(F)cccc1Cl)Nc1cc(S(=O)(=O)N2CCOCC2)ccc1N1CCOCC1,-6,12,-0.7,-0.6,-17,-1,5,0.6,0.7,0.1,0.4
O=C(NCc1ccccc1)[C@@H]1CCCN1C(=O)[C@H]1CCCN1C(=O)c1cccc2ccccc12,1,2,-0.7,-2.1,9,4,2,nt,1.7,-1.0,nt
O=C(NCc1ccccc1Cl)C1CCCN(c2ncnc3c2nc2n3CCCCC2)C1 (configuration not stated),0,0,-1.6,-2.3,-1,-4,1,-0.3,-2.9,-0.6,1.1
Cc1cc(C)n(/C(=C\N(C)C)C(=O)c2ccc(Cl)cc2)n1,-3,1,-1.0,-2.3,-3,2,0,0.0,0.5,-0.2,-0.9
CCOC(=O)c1c(CNCCN(CC)CC)n(C)c2cc(Br)c(OC)cc12,-1,3,-1.1,3.6,-5,-2,2,-0.1,-1.8,-0.2,1.1
CC(/C=N/NC(=O)c1cc(-c2cccnc2)nc2c1c(C)nn2-c1ccccc1)=C\c1ccccc1,-3,-3,-0.6,4.1,-7,-13,-50,-1.1,1.2,0.0,3.1
S=C1SCN(Cc2cccnc2)CN1Cc1cccnc1,-3,2,-1.6,-0.4,-1,-7,0,-1.1,-0.6,0.2,-1.7
O=C(c1ccc2c(=O)n(Cc3ccc4c(c3)OCO4)c(=S)[nH]c2c1)N1CCCCC1,0,-1,-0.7,-2.7,-2,3,1,0.2,-1.5,0.1,-2.2
CCc1nc(SCC(=O)N2CC(=O)Nc3ccccc32)c2c(C)c(C)sc2n1,-7,13,-1.3,0.8,-3,-1,-4,-0.5,-1.2,-0.3,3.2
O=C(N/C=C\c1ccccc1)NCc1ccc(Cl)cc1,3,-10,-1.1,-0.3,2,-2,0,0.7,-1.9,-0.5,0.1
COCCn1c(SCC(=O)Nc2cc(C)cc(C)c2)nnc1C(C)C,0,-3,-1.0,-1.6,2,0,5,0.8,-0.3,-1.6,-0.8
O=C(c1ccc(S(=O)(=O)Cc2cc(F)ccc2F)c([N+](=O)[O-])c1)N1CCCCC1,4,1,-1.4,-4.6,2,4,2,-1.9,-1.7,-0.7,-5.8
CCOc1ccc(C(=O)NCC(=O)N2CCN(Cc3ccccc3)CC2)cc1,-3,13,-0.5,2.4,-7,-5,3,-1.1,-1.2,-1.7,0.6
CCOC(=O)c1cnc2c(-c3ccccc3)c(-c3ccccc3)nn2c1C,2,-2,-1.2,-1.9,4,-6,-1,-0.6,2.9,0.0,-1.6
Fc1ccccc1NC(=S)N1CCN(Cc2ccccc2)CC1,-2,9,-0.1,0.4,-7,-2,0,0.0,-2.2,0.0,4.0
COc1ccc(NC(=O)CSc2nc3nc(C)cc(C)c3c(=O)[nH]2)cc1,1,-14,-1.1,1.1,0,-12,-3,0.4,-1.1,-0.8,-1.9
Cc1noc(NS(=O)(=O)c2ccc(NC(=O)CSc3nc4c(cc3C#N)CCC4)cc2)c1C,-2,4,-0.8,-1.6,-19,-19,-12,3.0,0.9,-0.2,1.1
O=C(CO/N=C/c1ccc(OC(F)F)cc1)NC1CCCCC1,0,-3,-1.2,-3.0,-3,-4,0,2.6,-0.5,-1.4,-2.0
Cc1ccc(CS(=O)(=O)c2ccc(C(=O)N3CCCCC3)cc2[N+](=O)[O-])cc1,-10,5,-1.1,-2.7,-9,1,4,0.4,-0.7,-0.7,-1.1
COc1ccc(CN2C(=O)C(CC(C)C)Nc3ncnc(N4CCCCC4)c32)cc1 (configuration not stated),6,3,-1.4,-2.6,4,0,-2,-0.6,-0.7,-0.5,1.4
O=C(CCC(=O)N(CC(=O)NC1CCCCC1)Cc1ccco1)Nc1nccs1,-5,10,-0.8,0.8,-1,1,2,0.0,-0.7,-0.4,0.5
CCNC(=O)COc1ccc(Br)cc1Cl,-3,-1,-1.2,3.7,-6,1,-4,-0.9,-0.2,0.3,2.8
O=C(COc1ccccc1Br)NCCC1=CCCCC1,-3,3,-1.4,0.3,-6,-4,2,0.3,-1.3,-1.6,1.1
COc1ccc(NC(=S)Nc2cccc3cnccc23)cc1,-6,7,0.8,2.5,-14,-9,-11,0.3,3.0,-0.1,1.8
CC(=O)Nc1ccc(S(=O)(=O)Nc2nc3ccccc3nc2Nc2ccc(O)cc2)cc1,-4,-15,-0.3,-1.5,-5,-64,-36,0.5,-0.5,0.9,0.3
Cc1ccc(NC(=O)CC2CCCC2)c(Br)c1,-1,-9,-0.3,3.1,0,-4,0,0.8,0.8,0.5,3.3
Cc1ccc(-n2c(=S)sc3c(=O)n(-c4ccccc4C)c(SCC(=O)O)nc32)cc1C,0,-5,-1.2,2.1,4,-1,0,0.6,-0.2,0.7,-0.4
COc1ccc(CN2C(=O)CSC2c2ccncc2)cc1 (configuration not stated),1,-2,-1.9,0.5,6,-5,0,1.1,-0.5,0.4,0.8
COC(=O)[C@]12C[C@H](CC(=O)N3CCN(C(=O)c4ccco4)CC3)C(=O)N(Cc3ccco3)C1=C[C@H](C(C)C)O[C@@H]2C1CC1,-3,8,-1.1,-2.7,-10,0,5,nt,-1.9,-0.9,nt
CC(=O)c1ccc(NC(=S)Nc2cccc(S(=O)(=O)Nc3c(C)n(C)n(-c4ccccc4)c3=O)c2)cc1,1,-1,-1.3,-1.3,3,-4,0,1.0,1.3,1.0,-0.4
Cc1cc(OC[C@@H](O)CN2CCC(C(O)(c3ccccc3)c3ccccc3)CC2)ccc1Br,7,-14,-1.0,-2.2,10,-2,2,nt,-0.4,-0.7,nt
COc1ccc(NC(=O)c2cc(-c3ccccc3)nc3c2cnn3C(C)C)cc1,-3,-1,-0.7,4.5,-16,-13,-4,1.2,-1.5,0.9,1.9
CC(Oc1ccccc1Cl)C(=O)Nc1ccc(S(=O)(=O)N2CCOCC2)cc1 (configuration not stated),-3,3,-0.9,-1.1,4,-2,1,0.3,-0.2,3.5,1.0
CCOc1ccc(S(=O)(=O)NCc2ccccn2)cc1,0,-4,-2.0,0.5,3,2,-1,1.2,-1.3,0.1,0.3
CN(Cc1ccccc1)S(=O)(=O)c1cccc(C(=O)OCc2ccccc2)c1,5,-10,-1.1,-0.3,7,0,1,nt,-1.3,-0.2,nt
CC(=O)N1CCc2cc(S(=O)(=O)CCC(=O)N3CCC(C)CC3)ccc21,0,0,-1.1,2.5,4,-6,4,-0.5,-1.8,-0.2,1.5
O=C(NC(=S)Nc1nc(-c2ccc(Br)cc2)cs1)c1cccnc1,-2,2,-1.2,-0.7,2,2,1,0.3,-1.4,0.0,0.4
CCNC(=O)N(CC)C[C@H]1N[C@@](CC)(C(=O)OC)[C@H]2C(=O)N(Cc3ccccc3)C(=O)[C@@H]12,-4,2,-1.0,0.2,-14,-3,-1,-1.0,1.2,1.8,0.9
COc1ccc(CSc2nnc(SCc3ccc([N+](=O)[O-])cc3)s2)cc1,3,10,-1.1,-1.2,-2,-2,0,2.1,-0.3,-0.1,4.2
Cc1ccc(S(=O)(=O)N2CCN(S(=O)(=O)N3CCCCC3)CC2)cc1,-7,4,-1.1,0.5,7,5,2,0.8,0.0,1.0,1.3
CCCCN(C(=O)NC(=O)Nc1ccccc1OC)S(C)(=O)=O,-4,4,-1.1,-0.5,9,-2,0,-0.4,0.0,-0.2,-3.5
Cc1ccccc1NC(=O)c1ccc(COc2ccc3c(C)cc(=O)oc3c2)cc1,-23,-2,-1.4,0.1,-95,-12,-9,-0.6,-0.9,-0.1,2.0
C/C(=N\NC(=O)Cc1c(C)[nH][nH]c1=O)c1ccc(Cl)c(Cl)c1,-3,3,-1.8,-0.6,2,-5,0,2.1,-1.7,0.8,0.7
CCN1CCN(C(=O)CN2C(=O)c3cccc4cccc2c34)CC1,-20,-7,-0.6,2.3,-54,-296,-260,1.8,-0.2,-0.8,-0.1
COc1ccc(N2CCN(C(=O)CNC(=O)Cn3cnc4sc(C)c(C)c4c3=O)CC2)cc1,-3,4,-0.6,-1.4,3,-4,3,1.0,0.0,-0.2,-0.1
CCOC(=O)c1ccc(NC(=O)CN(c2ccc(C)cc2)S(=O)(=O)c2c(C)n[nH]c2C)cc1,5,-47,-0.8,2.4,17,1,5,-0.1,0.1,0.3,-1.9
COCCN1C(=O)C(=O)/C(=C(/O)c2ccc(S(=O)(=O)N3CCOCC3)cc2)C1c1cccc(O)c1 (configuration not stated),1,-13,-1.3,1.9,7,-4,2,1.7,-1.1,0.4,2.6
Cc1ccc(NS(=O)(=O)c2ccc(Cl)s2)cc1S(=O)(=O)N(C)C,0,-29,-1.4,-1.7,0,-2,2,-0.2,-0.6,-0.2,0.6
CC/C(C)=C1\SC(N2CCOCC2)=NC1=O,-3,6,-0.9,4.8,7,1,-1,0.1,1.2,-0.1,4.2
COc1ccccc1Nc1nc(N)nc(CN(C)C2CCCCC2)n1,-3,-5,-0.8,-1.3,-5,-1,1,-1.2,-2.3,-0.4,0.3
O=C(COc1ccc([N+](=O)[O-])cc1Cl)NCCN1C(=O)CSC1=O,0,-10,-1.3,0.6,-5,0,2,1.0,1.1,0.2,0.9
CCn1cc(C(=O)NCCC(C)C)c(=O)c2cc(F)c(N3CCN(C(=O)c4ccco4)CC3)cc21,-29,0,-1.3,-1.2,-92,-66,-42,0.3,0.0,0.0,3.0

# Of the compounds above, 6 contain bromine:
SMILES,ADAM17 inh,HGIII-sPLA2 inh,ssDAF-12 act,hgDAF-12 ag,ADAM10 inh,PLCb3 inh,PLC-gamma1 inh,DAX1 inh-1,hcDAF-12 act,DAX1 inh-2,GAA850 FXN act
CCOC(=O)c1c(CNCCN(CC)CC)n(C)c2cc(Br)c(OC)cc12,-1,3,-1.1,3.6,-5,-2,2,-0.1,-1.8,-0.2,1.1
CCNC(=O)COc1ccc(Br)cc1Cl,-3,-1,-1.2,3.7,-6,1,-4,-0.9,-0.2,0.3,2.8
O=C(COc1ccccc1Br)NCCC1=CCCCC1,-3,3,-1.4,0.3,-6,-4,2,0.3,-1.3,-1.6,1.1
Cc1ccc(NC(=O)CC2CCCC2)c(Br)c1,-1,-9,-0.3,3.1,0,-4,0,0.8,0.8,0.5,3.3
Cc1cc(OC[C@@H](O)CN2CCC(C(O)(c3ccccc3)c3ccccc3)CC2)ccc1Br,7,-14,-1.0,-2.2,10,-2,2,nt,-0.4,-0.7,nt
O=C(NC(=S)Nc1nc(-c2ccc(Br)cc2)cs1)c1cccnc1,-2,2,-1.2,-0.7,2,2,1,0.3,-1.4,0.0,0.4
